Screening results from PubChem.
SRC2 inh = inhibition of GAL4-SRC2 driven luciferase reporter, primary screen, SRC2 inhibitor project, cell-based, luminescence; HEK293 GAL4-SRC2 luciferase reporter; inhibition, % at 9 µM; hit rate 0.17% among 370,000;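 active means inhibition above the mean inhibition of all tested compounds plus 3 SD, set per campaign, cut at about 52% in these data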;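 further: 0% = DMSO treated cells and 100% = cells given Gossypol at 36 µM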
MC4R ag barr = MC4R agonists recruiting beta-arrestin, primary screen, cell-based, luminescence, agonist arm of biased-ligand search | Melanocortin receptor 4 (Homo sapiens), P32245 | U2OS MC4R beta-arrestin complementation; percent of melanotan II response, DMSO zero | activation, % at 8.9 µM | hit rate 0.98% among 360,000;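 active means activation above a per-plate cutoff, the mean activation of sample wells on that plate plus 3 SD, cut at about 8% in these data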
H9c2 protect = cardioprotection against H2O2-induced cell death, primary screen, uHTS, H9c2 cells, ATPLite luminescence; H9c2 cardiomyocytes, H2O2 injury protection, 2 h; protection from H2O2 cell death, % at 20 µM; hit rate 0.63% among 360,000; AID 588492, 2011;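 active means compounds giving at least 50% protection of heart cells from peroxide-induced death in the single-dose screen, raw or plate-pattern-corrected value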;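 further: 0% = DMSO wells with peroxide and 100% = DMSO wells without peroxide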
NOD2-RIPK2 inh = NOD2-RIPK2 binding disruptors in cells, primary screen, fluorescence, CHO cells, BLA complementation; Receptor-interacting serine/threonine-protein kinase 2 (Homo sapiens), O43353; CCF4 ratio; inhibition, % at 4.98 µM; hit rate 0.38% among 360,000; in the data active means inhibition above about 21%;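 further: 0% = vehicle only and 100% = reference blocker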
m5-HT2A agonist = mouse Htr2a agonists via beta-arrestin recruitment, primary screen, cell-based, luminescence; 5-hydroxytryptamine receptor 2A (Mus musculus), P35363; CHO-K1 mHTR2A beta-arrestin complementation; percent of 30 µM serotonin response; activation, % at 7.6 µM; hit rate 0.66% among 360,000; AID 624169, 2012;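 active means activation above a run cutoff, the mean activation of all tested compounds plus 3 SD, cut at about 14% in these data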;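 further: 0% = plate median of compound wells and 100% = 30 µM serotonin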
ABCB6 inh MLPCN = ABCB6 transporter inhibitors, primary screen, K562-ABCB6 cells, flow cytometry, MLPCN library | ATP-binding cassette sub-family B member 6 (Homo sapiens), Q9NP58 | K562-ABCB6 porphyrin accumulation, 1 h; active compounds read low | fluorescence ratio to DMSO, % at 10 µM | hit rate 0.19% among 360,000;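 active means fluorescence ratio to DMSO below 75%, the collection mean minus 3 SD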;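 further: signal is porphyrin accumulated inside mitochondria; 100% equals median channel fluorescence of DMSO control wells; lower ratio means ABCB6 inhibition with less porphyrin fluorescence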
ABHD5-PLIN5 inh = ABHD5-PLIN5 interaction inhibitors, primary screen, cell lysate, split luciferase complementation, luminescence; Split G. princeps luciferase complementation, 4 h; inhibition, % at 4 µM; hit rate 0.78% among 360,000; AID 602281, 2012;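 active means inhibition above the mean inhibition across every tested compound plus 3 SD, cut at about 22% in these data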;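 further: 0% = DMSO only wells and the 100% control is not disclosed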
TLR9-MyD88 block = inhibitors of TLR9-MyD88 association in cells, primary screen, cell-based, CHO, BLA complementation, fluorescence. Toll-like receptor 9 (Homo sapiens) + Myeloid differentiation primary response protein …. CCF4 FRET ratio. inhibition, % at 4.98 µM. hit rate 0.21% among 340,000. AID 504734, 2011;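 active means inhibition above the mean over all tested compounds plus 3 SD, cut at about 21% in these data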;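 further: 0% = DMSO only wells and 100% = clavulanate BLA inhibitor control wells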
MC4R antag cAMP = MC4R antagonists of cAMP signaling, primary screen, cell-based, TR-FRET, antagonist arm of biased-ligand search; inhibition, % at 6.5 µM; MC4R-expressing cells, MTII-stimulated cAMP, LANCE TR-FRET; hit rate 0.48% among 360,000;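 active means inhibition above its plate's cutoff, the mean of tested wells on that plate plus 3 SD, cut at about 29% in these data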;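 further: 0% = Melanotan II alone and 100% = Melanotan II plus saturating MCL0020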
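material = U2OS cells stably expressing human melanocortin 4 receptor (MC4R) | also added = Melanotan II challenge | dosing = single nominal compound dose of 6.5 µM | detection = TR-FRET with Eu-cAMP and labeled anti-cAMP, 671 nm | replication = singlicate | timing = compound 30 min, challenge 1 h, detection 1 h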
Glyco luc inh = increase of ERlucT glycosylation luciferase signal, primary screen, N-linked glycosylation inhibitor project, D54 ERlucT cells, luminescence, set 2; hit rate 0.23% among 360,000; D54 ERlucT glycosylation luciferase reporter, 24 h; percent of 100 nM tunicamycin response; AID 588692, 2011; reporter increase, % at 12.5 µM;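 active means mean luciferase reporter signal, scaled so untreated is 0 and the glycosylation-blocking control 100, at or above a set limit in every replicate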;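 further: luciferase carries N-glycosylation sites so blocking glycosylation raises the light; 0% = median of neutral control wells and 100% = median of 100 nM tunicamycin wells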
Starred values were filed as active, the others as inactive; . = no result given. This is a subset (hit frequency here may not be typical).

SMILES	H9c2 protect	ABCB6 inh MLPCN	MC4R ag barr	ABHD5-PLIN5 inh	SRC2 inh	m5-HT2A agonist	NOD2-RIPK2 inh	MC4R antag cAMP	TLR9-MyD88 block	Glyco luc inh
COc1ccc(/C=C(/NC(=O)c2ccccc2)C(=O)N2CCCCC2)cc1OC	-0.1	101.0	-2.4	6.1	1.3	2.8	1.9	8.2	11.6	0.7
Cc1ccc(-c2nnc(SCC(=O)N(C)C)nc2-c2ccc(C)cc2)cc1	-3.7	100.0	0.0	9.6	8.8	2.0	-5.3	3.7	-19.9	-4.8
Cc1cc(NC(=O)CCCSc2nc(-c3ccco3)cc(C(F)(F)F)n2)no1	9.3	97.0	1.1	-1.1	-16.1	3.3	1.4	8.0	2.0	0.2
Cc1ccc(C(=O)N2CCCC(N3CCN(c4cccc(C(F)(F)F)c4)CC3)C2)s1 (configuration not stated)	-12.3	94.0	-0.1	-1.2	3.3	-12.1	-0.1	12.5	-0.7	0.1
COC(=O)CSc1nnc([C@H](CC(C)C)NC(=O)OC(C)(C)C)o1	-5.3	98.0	-1.6	2.2	-8.1	-2.9	-12.8	7.3	-3.0	0.7
COc1ccc([C@@H]2[C@@H]3C(=O)N(C(C)(C)C)C(=O)[C@@H]3[C@]3(Cc4ccc(Cl)cc4)C(=O)N(c4cccc(F)c4)C(=O)N23)cc1	-2.2	99.0	0.0	-3.3	-4.0	-0.5	-22.3	-2.3	5.5	-0.9
Cc1ccc(-c2cc(C(=O)O)n[nH]2)s1	1.7	100.0	-0.2	0.2	13.8	-0.6	0.0	-0.4	0.3	-1.3
O=C(N/N=C/c1ccc(O)cc1)c1ccc(COc2cc(Cl)ccc2Cl)o1	67.7*	95.0	25.9*	4.3	-39.1	3.1	6.4	4.8	-1.2	6.0
Cc1cccc(-n2c(CNC(=O)c3ccc(S(=O)(=O)N(C)C)cc3)nnc2SCC(=O)Nc2ccc(F)cc2)c1	-1.7	96.0	-1.1	7.3	8.8	-3.2	2.2	2.5	-8.6	-2.8
O=C(O)CSc1cccc[n+]1[O-]	-0.3	99.0	-1.2	2.0	-14.0	1.1	-4.8	7.9	-10.2	-2.1
CCCn1c(=O)c(C(=O)NC(C)c2ccccc2)c(O)c2ccccc21 (configuration not stated)	44.1	101.0	-1.8	-6.2	0.9	1.8	1.1	7.1	5.4	-1.7
CCOC(=O)C1=C(COC(=O)c2cc(S(=O)(=O)N3CCOCC3)ccc2F)NC(=O)NC1C (configuration not stated)	-2.8	90.0	-0.3	-2.0	-20.9	14.1	4.0	-58.3	0.5	1.8
CCCOC(=O)c1ccc(NC(=O)c2nc3nc(C)cc(C)n3n2)cc1	13.3	91.0	-1.3	0.1	-2.3	2.9	-14.2	-6.8	0.9	1.5
CC1=NNC(=O)C1CCC(=O)N/N=C(\C)c1ccc(Cl)cc1 (configuration not stated)	5.1	98.0	-0.7	1.5	2.8	5.4	8.4	-4.9	2.8	0.1
Cc1ccc(-n2nnnc2Sc2nc([N+](=O)[O-])nn2C)c(C)c1	14.8	100.0	-2.3	-4.7	3.1	-3.9	-8.6	-3.2	-9.4	1.5
CCc1ccc(CN2CCSCC2)cc1	9.2	99.0	-2.7	-4.1	-17.6	-2.0	-1.3	-0.2	-14.4	-1.9
CC(C)(C)OC(=O)[C@H](Cc1ccccc1)NC(=O)c1nc[nH]c1C(=O)NCc1ccccc1	10.0	98.0	1.8	-8.8	-6.0	4.2	2.0	12.3	-4.4	-2.3
COCCCNC(=O)c1ccc2c(c1)ncn2-c1ccc(C)cc1C	-4.9	98.0	0.9	6.3	-23.9	-6.9	-8.0	-5.9	10.7	-0.9
C=CC[C@H](CC(=O)NCCO)C(=O)N[C@H](COC(=O)[C@@H](CC=C)CC(=O)OC(C)(C)C)Cc1c[nH]c2ccccc12	27.3	93.0	-1.3	14.9	-10.1	4.7	-8.4	2.0	6.5	0.5
Cc1cc([N+](=O)[O-])nn1CCCC(=O)Nc1sc2c(c1C(N)=O)CCCC2	16.3	100.0	-1.5	-0.7	-2.0	2.4	-7.2	1.9	-13.0	2.2
COC(=O)c1ccc(CNC(=O)CCc2c[nH]c3ccccc23)cc1	-0.4	100.0	-0.6	-0.5	3.3	-8.9	-6.4	3.9	1.4	4.6
Cc1cc(C(=O)Nc2cccnc2)on1	-7.2	100.0	0.2	2.6	9.2	14.8*	3.2	7.8	0.1	-1.4
CCOc1ccc(C2Sc3ccccc3NC3=C2C(=O)OC3)cc1 (configuration not stated)	-6.8	93.0	-1.2	-13.9	-54.6	0.8	-10.3	1.6	6.8	-5.0
O=C(NCCc1csc(-c2cccnc2)n1)c1ccc(Br)o1	-5.7	104.0	0.0	-4.7	-13.4	1.4	-4.8	0.0	2.8	-0.7
CCN(CC)CCN1C(=O)C(=O)/C(=C(/O)c2ccc(F)cc2)C1c1ccncc1 (configuration not stated)	4.7	99.0	1.3	-2.6	-9.6	4.6	-3.0	21.9	5.9	1.5
CCOC(=O)C1Oc2ccccc2C(c2ccoc2)=C1C(=O)OC (configuration not stated)	9.0	100.0	0.2	0.6	.	0.2	3.0	3.9	-84.3	0.0
O=C(c1cc(Cl)nc2ccccc12)N1CCN(Cc2ccc3c(c2)OCO3)CC1	7.4	96.0	-1.2	5.0	1.4	0.4	-0.8	4.9	2.8	2.6
COc1ccc(NC(=O)C2CCCN(S(=O)(=O)c3ccc(C)cc3)C2)cc1OC (configuration not stated)	-0.9	90.0	2.4	-2.5	5.4	-8.0	0.3	-0.8	-5.4	-2.4
CN(Cc1ccc(Cl)cc1)C(CCc1ccccc1)C(=O)NC1CCCCC1 (configuration not stated)	-0.4	79.0	.	-5.4	7.8	-5.2	-17.4	.	.	-6.3
CCOC(=O)C(C(C)=O)C(c1ccc(OC)cc1)C(C(C)=O)C(=O)OCC (configuration not stated)	6.3	95.0	-1.0	2.5	-17.5	-0.2	-1.1	8.8	1.9	2.7
Cc1nnc(SCC(=O)Nc2nonc2C)s1	2.7	96.0	-2.7	-1.5	12.0	12.8	-7.2	3.1	-2.4	0.1
Cc1ccc(C(=O)NC(NC(=O)c2ccc(C)cc2)c2cccc([N+](=O)[O-])c2)cc1	4.6	89.0	-1.7	0.8	9.7	-1.5	-15.6	4.6	-3.9	-0.7
O=C(O)CCCn1cc(NC(=O)COc2ccccc2)cn1	2.2	89.0	-3.4	5.7	-10.5	5.1	2.9	1.3	0.5	1.8
Cc1ccn2c(=O)nc(SCC(=O)N3CCC(C)CC3)nc2c1	7.6	95.0	-3.0	-2.1	-16.3	-1.7	-13.4	-2.0	-1.2	-2.2
CN(C)S(=O)(=O)c1ccc(C(=O)N2CCN(S(=O)(=O)c3ccc4c(c3)OCCO4)CC2)cc1	7.5	96.0	-0.8	1.9	-16.3	-1.0	9.5	8.2	0.6	8.7
CC1(C)C2CCC1(CS(=O)(=O)N1CCN(c3ccc(F)cc3)CC1)C(=O)C2 (configuration not stated)	1.4	97.0	-1.0	-6.8	-5.0	-2.5	-5.7	9.0	9.0	-1.6
COc1cccc(NC(=O)N2CCCC2C(=O)NCc2ccccc2)c1 (configuration not stated)	7.2	99.0	2.3	8.0	-29.0	9.5	6.1	-1.6	-3.0	-0.7
COc1ccc(S(=O)(=O)N2CCC(C(=O)N[C@@H](C)C(=O)NCc3cccnc3)CC2)cc1	6.0	98.0	-1.1	-4.8	1.8	-4.2	-0.3	0.1	-6.8	1.2
O=C(COC(=O)c1cccc([N+](=O)[O-])c1)NCc1ccc2c(c1)OCO2	6.8	94.0	-2.1	5.4	-4.0	2.1	-2.9	5.6	8.5	1.0
O=C(NCCSc1ccccc1)c1ccc(CN2CCOCC2)cc1	2.1	94.0	0.9	-0.6	-40.1	1.5	0.5	16.0	-5.3	-5.6
S=C(Nc1ccc(Br)cc1Cl)NN1CCOCC1	-3.1	96.0	-2.0	4.9	-5.3	0.9	-6.1	3.4	-8.4	-0.3
CCOc1ccccc1NC(=O)CN1CCC(NC(=O)c2ccccc2C)CC1	6.6	94.0	-1.4	-3.8	-4.8	-3.9	4.0	-5.0	-1.4	-1.5
CCN(CC)CCOC(=O)c1ccc(NC(=O)CCCN2C(=O)S/C(=C/c3ccc(OC)cc3)C2=S)cc1	-9.6	139.0	4.1	1.6	.	-14.9	-7.5	4.6	-7.2	-10.4
C=CCc1ccc(OCC(O)CN2CCc3ccccc3C2)c(OC)c1 (configuration not stated)	-4.5	97.0	2.0	9.5	-8.3	-3.8	9.2	5.6	-1.6	2.7
O=C(CNC(=O)c1ccco1)NNC(=O)c1n[nH]c(=O)c2ccccc12	1.6	94.0	-1.6	1.1	0.9	12.5	-10.9	-0.7	-7.5	1.2
Cc1ccc(/C=N/n2c(C)nc3ccccc3c2=O)o1	8.1	97.0	-0.5	1.6	-3.4	-1.3	-14.0	3.6	-5.0	1.9
Cc1ccc(S(=O)(=O)NCC(=O)N(CC(=O)NCC2CCCO2)Cc2ccco2)cc1 (configuration not stated)	2.4	84.0	3.3	1.6	-5.4	2.4	0.1	9.5	1.6	2.8
COc1ccc(CCC(C)Nc2ccccc2F)cc1 (configuration not stated)	-10.6	95.0	1.2	-1.5	-3.0	3.0	-13.7	0.8	-8.0	-2.4
Cc1cc(NC(=O)CSc2nc3ccccc3n2CC(=O)N2CC(C)CC(C)C2)no1 (configuration not stated)	-3.9	95.0	-1.3	0.7	-7.6	7.4	0.8	7.4	-2.8	-3.0
COc1ccc(Cc2nnc(N/N=C/c3ccc(Br)cc3)[nH]c2=O)cc1OC	-6.4	96.0	-1.1	-3.7	14.0	1.4	3.9	7.5	-4.4	0.1
CCCN(C(=O)c1cc2c(s1)CCC2)c1c(N)n(Cc2ccccc2)c(=O)[nH]c1=O	0.7	96.0	-2.0	-2.9	-11.8	3.8	3.3	4.9	7.2	-1.2
